Compound activity from PubChem.
Tb PYK inh: T. brucei pyruvate kinase inhibition | Q57TT1 | TbPYK enzyme, Kinase-Glo Plus ATP luminescence, 45 min | Potency, µM (doses to about 76.8 µM), for the others: at the top dose activity, negative = inhibition, hits mostly inhibitors | 0.12% of 410,000 active; note: potency is the fitted concentration of half-maximal effect; nearly all actives have a fitted effect of over 50% in size
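Activity of T. brucei pyruvate kinase was followed by Kinase-Glo Plus luminescence after the enzyme reacted 45 min at room temperature with 130 uM ADP (final) and substrate. Test compounds were added before ADP at multiple concentrations.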
LmPK inh: blocks Leishmania mexicana pyruvate kinase activity | purified LmPK, Kinase-Glo ATP luminescence, 1 h | Potency, µM (top dose mostly 57.5 µM), inactives show at the top dose activity change, negative = inhibition, actives largely listed as inhibitors | 0.37% of 290,000 active | Q27686; note: potency is the fitted concentration of half-maximal effect
Target sequence (Q27686 whole entry, looked up): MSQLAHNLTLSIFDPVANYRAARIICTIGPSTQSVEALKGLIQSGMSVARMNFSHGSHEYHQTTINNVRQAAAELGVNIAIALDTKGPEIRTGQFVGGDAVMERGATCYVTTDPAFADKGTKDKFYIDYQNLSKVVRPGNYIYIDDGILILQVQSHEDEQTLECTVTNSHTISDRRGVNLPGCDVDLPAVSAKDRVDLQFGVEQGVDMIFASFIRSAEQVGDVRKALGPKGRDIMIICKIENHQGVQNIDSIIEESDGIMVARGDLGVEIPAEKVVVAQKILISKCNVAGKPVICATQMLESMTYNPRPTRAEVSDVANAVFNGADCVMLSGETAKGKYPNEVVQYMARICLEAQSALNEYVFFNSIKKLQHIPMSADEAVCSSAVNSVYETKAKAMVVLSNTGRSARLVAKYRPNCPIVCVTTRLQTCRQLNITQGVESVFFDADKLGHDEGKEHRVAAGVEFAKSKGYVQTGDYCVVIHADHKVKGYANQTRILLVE
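0.1 nM LmPK, 0.5 mM PEP, 0.1 mM ADP; 50 mM imidazole pH 7.2, 7 mM MgCl2, 50 mM KCl; 1 h RT. Kinase-Glo luminescence readout, normalized to no-enzyme (full inhibition) and uninhibited wells.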
HCV inh: inhibitors of hepatitis C virus infection; Huh7.5.1 HCVcc-Cre infection, luciferase reporter, 44 h; AID 651820; Potency, µM (highest dose often 41.8 µM), for inactives: at the highest dose activity change, negative = inhibition, actives largely listed as inhibitors; 3.4% of 340,000 active; note: potency is the fitted concentration of half-maximal effect
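After 44 h co-culture of compound, cells and HCVcc-Cre (~0.5 moi), substrate is added for 15 min at room temperature and luciferase measured over 15 sec. Cells were seeded at 1,000/well and pre-cultured 4 h.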
HCMV inh: blocks human cytomegalovirus replication. 4.5% of 410,000 active. activity change, negative = inhibition, % at 57.5 µM. HFF cells, HCMV-luciferase reporter, 72 h; hits give low values. AID 1259415; in the data active = activity change below about -60%; inconclusive = no clear call, values can overlap the other calls; inactive = above about -39%
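Compounds were evaluated in HFFs infected with an HCMV luciferase reporter virus (MOI 1 PFU/cell). Luciferase in lysates collected 72 h post infection served as the replication measure.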
AMA1-RON2 inh: inhibitors of Plasmodium falciparum AMA1-RON2 interaction. AlphaScreen AMA1-biotinylated RON2 peptide binding. Potency, µM (doses to about 58.2 µM), for the others: top-dose activity change, negative = inhibition, actives largely listed as inhibitors. 0.2% of 360,000 active. AID 720542;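 note: potency is the fitted concentration of half-maximal effect; 0% = vehicle wells and -100% = peptide control; nearly all actives have a fitted effect of over 45% in size; some results filed as inactive show a strong effect at the top dose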
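AMA1 (3D7) with his tag at 25 nM final met compounds first, then biotinylated RON2 peptide at 25 nM; detection used donor plus acceptor beads, 10 µg/mL apiece, read by AlphaScreen after 30 min at room temperature.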
AmpC inh no detg: AmpC beta-lactamase inhibition without detergent; AID 485341; 0.52% of 330,000 active; AmpC nitrocefin hydrolysis, absorbance 480 nm, 0.0001% Triton; Potency, µM (doses to about 57.1 µM), inactives show top-dose activity change, negative = inhibition, hits mostly inhibitors; P00811;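 note: potency is the fitted concentration of half-maximal effect; plate controls were no compound for no effect and no enzyme for full effect; nearly all actives have a fitted effect of over 20% in size; some results filed as inactive show a strong effect at the top dose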
Target sequence (P00811 whole entry, looked up): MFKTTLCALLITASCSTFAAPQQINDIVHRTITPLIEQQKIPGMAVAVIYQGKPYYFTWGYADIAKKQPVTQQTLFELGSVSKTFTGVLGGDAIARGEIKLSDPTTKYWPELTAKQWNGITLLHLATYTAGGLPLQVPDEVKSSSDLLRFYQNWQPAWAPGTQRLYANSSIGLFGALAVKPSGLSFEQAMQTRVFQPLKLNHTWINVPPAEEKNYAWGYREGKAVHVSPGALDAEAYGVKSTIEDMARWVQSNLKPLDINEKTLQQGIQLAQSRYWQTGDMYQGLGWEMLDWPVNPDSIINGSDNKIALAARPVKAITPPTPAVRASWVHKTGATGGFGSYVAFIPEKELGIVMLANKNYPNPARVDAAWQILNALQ
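20 mM phosphate pH 7.0 + 0.01% (detergent screen) or 0.0001% Triton X-100; 5.3 nM AmpC reagent; cpd preinc 15 min RT; nitrocefin (800 uM stock) to start; A480 q20 s × 4 min; Activity was normalised to no-enzyme and no-compound control wells.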
AmpC detergent: blocks E. coli AmpC beta-lactamase in detergent assay; AID 485294; P00811; Potency, µM (doses to about 114 µM), for the others: top-dose activity change, negative = inhibition, hits mostly inhibitors; AmpC hydrolysis of nitrocefin, absorbance 480 nm, 0.01% Triton; 0.041% of 370,000 active;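 note: potency is the fitted concentration of half-maximal effect; 0% = no-compound wells and -100% = no-enzyme wells; nearly all actives have a fitted effect of over 25% in size; some results filed as inactive show a strong effect at the top dose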
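20 mM phosphate pH 7.0 + 0.01% (detergent screen) or 0.0001% Triton X-100; 5.3 nM AmpC reagent; cpd preinc 15 min RT; nitrocefin (800 uM stock) to start; A480 q20 s × 4 min; Activity was normalised to no-enzyme and no-compound control wells.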
An asterisk follows results filed as active; ? = inconclusive; . = no result given; & = joins results of further samples; [ ] = dose if it differs, or a comment. Unless noted, calls come from the whole dose curve; as a rule, active = well fitted curve in the direction sought with a large enough effect; inconclusive = small, poorly fitted or top-dose-only effect, or another doubt; inactive = no such curve, though single readings can be large; an effect the other way counts as inactive or inconclusive. Unless noted, % is set by controls: 0 for no effect and ±100 for the full control effect.

SMILES	Tb PYK inh	LmPK inh	HCV inh	HCMV inh	AMA1-RON2 inh	AmpC inh no detg	AmpC detergent
COc1ccc(/C=N/NS(=O)(=O)c2ccccc2)cc1OC(=O)c1ccc(C)cc1	5%	8%	3%	1	-6%	-33%	-13%
CC(=O)Nc1ccc(NC(=O)C(C)OC(=O)C2(c3ccc(Cl)cc3)CCCC2)cc1 (stereo unspecified)	-8%	-2%	-6%	39	-4%	63%[activator]	-13%
Cc1cc(=O)cc(C)n1-c1ccc(Cl)cc1	-1%	2%	-11%	14	-3%	-9%	2%
O=[N+]([O-])c1cccc(/C=N/Nc2nc(NCc3ccccc3)nc(N3CCOCC3)n2)c1O	?	2%	-26%	-26	-82%	27%	-4%
CCOC(=O)CCN(Cc1cccs1)S(=O)(=O)c1ccc(Cl)cc1	-1%	7%	13%	?	53%[activator]	-19%	-5%
COc1ccc2[nH]cc(C(=O)CN3CCCCC3)c2c1	-7%	0%	-24%	23	0%	-12%	2%
CCCOc1c(Br)cc(C(=O)OCc2cc(=O)n3ccsc3n2)cc1OC	-10%	.	?	0	3%	.	.
O=C(NCc1ccco1)C1OCCc2ccccc21 (stereo unspecified)	-8%	4%	1%	-7	5%	-29%	-4%
CCOC(=O)C1=C(COC(=O)COc2cccc(C)c2C)NC(=O)NC1C (stereo unspecified)	-8%	.	0%	-16	-7%	-4%	?
CCOc1ccc(NC(=O)CCc2nnc3ccc(N4CCC5(CC4)OCCO5)nn23)cc1	1%	3%	18%	-25	3%	83%[activator]	-3%
CCc1ccc(CN(C)C(=O)CCc2nnc(COc3ccccc3)o2)cc1	7%	2%	-19%	117	-3%	148%[activator]	3%
Cc1cccc(CSCc2ccc(C(=O)O)o2)c1	2%	8%	15%	-3	-10%	-20%	-8%
Cc1ccc(C)n1-n1c(C)nc2scc(-c3cccs3)c2c1=O	3%	-3%	?	-27	-22%	-24%	-1%
O=C(Nc1ccc(F)cc1Cl)C1CCN(c2ncnc3c2nc2n3CCCCC2)CC1	0%	.	.	4	.	.	22%
CCCN(CCC)CC(O)CN1C(=O)N(CN2C(=O)N(CC(O)CN(CCC)CCC)C(=O)C2(C)C)C(C)(C)C1=O (stereo unspecified)	-3%	-16%	5%	-17	12%	61%[activator]	-2%
CCCCNC(=O)C1CCCN(c2nnc(C)c3c(C)n(-c4ccc(Cl)cc4)nc23)C1 (stereo unspecified)	-4%	.	.	-6	.	.	-2%
CC(=O)Nc1cccc(NC(=O)Cn2cnc3c2c(=O)n(C)c(=O)n3C)c1	1%	.	.	-7	.	.	3%
Cc1cccc(NC(=O)N2CCC(NC(=O)C3CCCCC3)CC2)c1	4%	6%	14%	6	13%	-6%	0%
Cc1ccc(NC(=O)c2ccc(Nc3ccccc3F)nc2)cc1	1%	-3%	?	6	-5%	-21%	?
Cc1noc(C)c1S(=O)(=O)N1CCCC(C(=O)NC2CCCCC2)C1 (stereo unspecified)	-2%	-5%	6%	-28	-4%	2%	-8%
CN(C)C(=O)c1ccc(NC(=O)COC(=O)CC23CC4CC(CC(Br)(C4)C2)C3)cc1	0%	.	43%[activator]	-13	-19%	95%[activator]	-16%
COc1cccc(COC(=O)C2CCN(C(=O)c3ccc(F)cc3)CC2)c1OC	3%	.	-1%	-9	7%	25%	?
COc1cc(C(=O)N(Cc2ccc(C(C)C)cc2)C2CCS(=O)(=O)C2)cc(OC)c1OC (stereo unspecified)	-1%	.	.	12	.	.	11%
CC1(c2nnc(-c3ccccc3)o2)CC(c2ccc(F)cc2)=NO1 (stereo unspecified)	-1%	5%	-10%	-19	-2%	26%	-1%
COCCNC(=O)Cn1cnc2ccc(S(=O)(=O)N3CCC(C)CC3)cc2c1=O	1%	0%	24%	2	-3%	16%	-3%
CCCc1nnc(NC(=O)CCC(=O)N2CCN(c3ccccc3)CC2)s1	0%	-5%	8%	0	7%	37%	-3%
O=C(Nc1cccc(C(=O)Nc2cccc(C(F)(F)F)c2)c1)c1ccc(=O)[nH]c1	-4%	-4%	-23%	-16	1%	-14%	-6%
CCOC(CNC(=O)CN1C(=O)COc2ccc(S(=O)(=O)N3CC(C)CC(C)C3)cc21)OCC (stereo unspecified)	-4%	2%	1%	-7	4%	91%[activator]	-12%
C=CCC(NCc1ccccc1)c1ccc(C)o1 (stereo unspecified)	?	.	9%	9	5%	.	.
Cc1c(C(=O)NC(=S)Nc2ccc3c4c(cccc24)CC3)cccc1[N+](=O)[O-]	-1%	6%	-16%	-29	-12%	-7%	-14%
O=C(N/N=C/c1ccc(O)c([N+](=O)[O-])c1)C(O)(c1ccccc1)c1ccccc1	-9%	7%	10%	48	21%	-47%	-10%
O=C1CCC(=O)N1c1ccc(CSc2nnnn2C2CCCCC2)cc1	-2%	-4%	14%	-17	3%	35%	?
CCC(=O)N1Cc2cc(C(=O)NCC(F)(F)F)nc(-c3cccc(-c4cncnc4)c3)c2[C@H]1CCO	7%	.	.	14	4%	.	.
C[C@H](NC(=O)c1ccc(Cl)c(S(=O)(=O)N2CCOCC2)c1)c1nc2ccccc2[nH]1	-8%	.	-15%	0	4%	-2%	?
O=S(=O)(NCC(c1ccccc1)N1CCc2ccccc21)c1ccc(Cl)cc1 (stereo unspecified)	-1%	.	.	20	.	.	6%
CCOC(=O)N1CCN(S(=O)(=O)c2ccc(C(=O)Nc3nnc(CSC)o3)cc2)CC1	-1%	0%	12%	-11	31%[activator]	-29%	-3%
Fc1ccc(CSc2nnc(-c3cc4c(s3)-c3ccccc3CC4)o2)cc1	2%	-7%	2%	20	-7%	-16%	-14%
CCOc1cc2c(cc1OCC)-n1cccc1C(c1ccc(OC)c(OC)c1)NC2 (stereo unspecified)	7%	11%	?	23	0%	74%[activator]	-14%
Cn1c(/C(C#N)=C/c2ccncc2)nc2ccccc21	-6%	-4%	-2%	12	27%	-13%	-6%
Cc1ccsc1/C=N/NC(=O)Cc1ccc(Cl)cc1	4%	-2%	-21%	-39	24%	-39%	6%
Cc1nnc(SCc2nc3sc4c(c3c(=O)[nH]2)CCCC4)[nH]c1=O	-3%	0%	12%	-22	3%	-48%	-10%
Cc1ccc(/C=N/NC(=O)c2c(-c3ccccc3)noc2C)o1	2%	1%	0%	?	1%[2.32 µM]	-8%	-11%
CC(=O)c1c(C(C)=O)c(C)n(NC(=O)c2cccnc2)c1C	-3%	-5%	15%	52	1%	-13%	-14%
Cc1ccc(S(=O)(=O)N(C)c2ccc(OCC(=O)O)cc2)cc1	-2%	-4%	-1%	?	-14%	-10%	-1%
Cc1nc(-c2ccccc2)sc1-c1nc(-c2cccnc2)ncc1S(=O)(=O)c1ccccc1	-3%	2%	?	.	-7%	-2%	-9%
COc1ccc(NC(=O)NC2(C(=O)N3CCN4CCCC4C3)CCCCC2)cc1 (stereo unspecified)	-3%	-3%	16%	63	9%	-11%	?
Cc1ccc(NC(=O)CN2C(=O)CCS(=O)(=O)c3ccccc32)cc1Cl	3%	3%	-5%	14	-4%	55%	-2%
CCN(CC)CCCN1C(=O)C(O)=C(C(=O)c2ccco2)C1c1cc(OC)ccc1OC (stereo unspecified)	.	0%	.	.	.	-12%	-10%
O=C(CN(C(=O)CNC(=O)c1cccs1)c1ccccc1)NC1CCCCC1	0%	0%	10%	-39	6%	10%	3%
Cc1cccc(CNc2ncnc3ccc(-c4ccc5c(c4)OCO5)cc23)c1	3%	.	.	?	.	-19%&-13%	-8%

An excerpt from above in order of SMILES length, rising.
SMILES	Tb PYK inh	LmPK inh	HCV inh	HCMV inh	AMA1-RON2 inh	AmpC inh no detg	AmpC detergent
Cc1ccsc1/C=N/NC(=O)Cc1ccc(Cl)cc1	4%	-2%	-21%	-39	24%	-39%	6%
Cn1c(/C(C#N)=C/c2ccncc2)nc2ccccc21	-6%	-4%	-2%	12	27%	-13%	-6%
Cc1ccc(/C=N/NC(=O)c2c(-c3ccccc3)noc2C)o1	2%	1%	0%	?	1%[2.32 µM]	-8%	-11%
CC(=O)c1c(C(C)=O)c(C)n(NC(=O)c2cccnc2)c1C	-3%	-5%	15%	52	1%	-13%	-14%
Cc1ccc(S(=O)(=O)N(C)c2ccc(OCC(=O)O)cc2)cc1	-2%	-4%	-1%	?	-14%	-10%	-1%
Cc1cccc(CNc2ncnc3ccc(-c4ccc5c(c4)OCO5)cc23)c1	3%	.	.	?	.	-19%&-13%	-8%
Cc1nnc(SCc2nc3sc4c(c3c(=O)[nH]2)CCCC4)[nH]c1=O	-3%	0%	12%	-22	3%	-48%	-10%
COc1ccc(NC(=O)NC2(C(=O)N3CCN4CCCC4C3)CCCCC2)cc1 (stereo unspecified)	-3%	-3%	16%	63	9%	-11%	?
Cc1nc(-c2ccccc2)sc1-c1nc(-c2cccnc2)ncc1S(=O)(=O)c1ccccc1	-3%	2%	?	.	-7%	-2%	-9%

Continued.
SMILES	Tb PYK inh	LmPK inh	HCV inh	HCMV inh	AMA1-RON2 inh	AmpC inh no detg	AmpC detergent
CCSc1nnc(NC(=O)c2cccn(Cc3ccc(Cl)cc3)c2=O)s1	0%	.	.	29	.	.	5%
CCOC(=O)[C@]12CCC=C1N(CCC1=CCCCC1)C(=O)[C@H](CC(=O)NCc1ccc(OC)c(OC)c1)C2	3%	.	.	-30	-15%	.	.
COc1cccc(NC(=O)CSc2nc(=O)n(Cc3cccnc3)c3c2CCC3)c1	-6%	.	.	8	.	.	2%
COc1ccc(-c2cc(C(F)(F)F)nc(SCCC(=O)Nc3ccc(F)cc3F)n2)cc1	7%	.	.	-27	.	.	2%
O=C(NC1CCCCC1)C1CC=CCC1C(=O)OCC(Cl)=C(Cl)Cl (stereo unspecified)	-5%	11%	7%	-20	-5%	-7%	6%
Cc1ccccc1NC(=O)C(C)SCc1ccccc1 (stereo unspecified)	1%	1%	7%	7	7%	-11%	2%
COc1cc(C(=O)Nc2cccc3cccnc23)cc(OC)c1OC	2%	2%	?	-12	5%	34%	4%
